# Screens: PubChem BioAssay, several laboratories
# NTR1 agonist – NTR1-driven beta-arrestin-GFP spot formation – imaging, U2OS cells, high content, primary screen (AID 493036) | hit rate 0.17% among 330,000 | P30989 | agonist mode | activation, % at 20 µM;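 active means activation at or above 40% of the spot to cytoplasm intensity ratio, with at least 20 cells analyzed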;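 further: 0% = DMSO without peptide and 100% = 100 nM NTR1 peptide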
# Target sequence (P30989 whole entry, looked up): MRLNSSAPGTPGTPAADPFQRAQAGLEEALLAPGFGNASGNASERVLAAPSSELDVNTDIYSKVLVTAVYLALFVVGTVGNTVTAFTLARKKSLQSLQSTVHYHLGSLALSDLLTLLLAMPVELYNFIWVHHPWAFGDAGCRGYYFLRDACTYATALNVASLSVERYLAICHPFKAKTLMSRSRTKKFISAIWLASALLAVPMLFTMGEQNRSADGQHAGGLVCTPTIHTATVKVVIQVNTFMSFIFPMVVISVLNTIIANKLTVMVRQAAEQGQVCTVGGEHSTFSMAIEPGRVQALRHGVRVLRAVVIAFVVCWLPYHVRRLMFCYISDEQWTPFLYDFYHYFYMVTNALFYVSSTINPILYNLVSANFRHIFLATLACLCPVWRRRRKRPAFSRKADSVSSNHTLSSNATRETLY
# Rac1 GTP hydrolysis – MgcRacGAP GTPase-activating activity inhibitors, confirmation, biochemical, ADP Hunter fluorescence; MgcRacGAP-stimulated Rac1 GTP hydrolysis, ADP Hunter fluorescence; higher % means a stronger effect; GST-tagged Rac1 F28L mutant substrate; one-dose inhibition, % at 30 µM; IC50 in µM for titrated hits; hit rate 0.6% among 340,000; AID 624330;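 active means first-screen hits whose inhibition reached a set limit at any dose in the follow-up dose series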;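 further: fluorescence reports GDP produced by GAP-driven GTP hydrolysis; strong numbers were not always called active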
# Myeloid diff 2 – promotes myeloid progenitor differentiation | ER-HoxA9 myeloid progenitors, lysozyme-GFP differentiation, flow cytometry | calls only at 10 µM | hit rate 1% among 360,000;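 active means normalized GFP-positive differentiation at or above the plate's own cutoff, the solvent-only control mean plus 3 SD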;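 further: cells exposed to compound for four days before flow analysis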
# NTR1 agonist cell count 20 µM – second read-out of NTR1 agonist, no call of its own (marks repeat the call); cell count; measured here: cell count, cytotoxicity flag
# Myeloid diff 2 GFP+ MAC1+ % – recorded beside Myeloid diff 2, whose call it bears; GFP+ MAC1+ double positive, %; measured here: differentiation confirmed by MAC1 staining
# Active calls of the source: *; i = inactive.
SMILES,NTR1 agonist,NTR1 agonist cell count 20 µM,Rac1 GTP hydrolysis,Myeloid diff 2,Myeloid diff 2 GFP+ MAC1+ %
CC(C)(C)c1ccc(NC(=O)CN2C(=O)NC(C)(C3CC3)C2=O)cc1 (stereo not drawn),-2.2,48,1%,i,0.1
Cc1ccc(NC(=O)C2CCCC2)cc1S(=O)(=O)N1CCOCC1,-1.0,54,2%,i,0.8
Cc1cc(C)cc(NC(=O)CN(C)CC(=O)N(CC(C)C)c2c(N)n(CC(C)C)c(=O)[nH]c2=O)c1,0.4,99,4%,i,0.6
COc1ccc(C2=CC(=O)CC(C)(C)C2)cc1,2.5,56,6%,i,1.2
COc1cc(/C=C2\Oc3ccc(C#Cc4ccc(O)cc4)cc3C2=O)cc(OC)c1,16,53,-8%,i,3.3
COc1ccc(N2CCN(C(=O)c3cccc(S(=O)(=O)N4CCOCC4)c3)CC2)cc1,1.6,62,11%,i,0.3
COCc1cccc(C2=CC(=O)C[C@H](c3ccc(F)cc3)C2)c1,-0.4,58,4%,i,0.7
O=C(OCC(=O)N1CCN(C(=O)c2ccco2)CC1)c1c(Cl)cccc1Cl,0.0,50,1%,i,0.5
O=C(Nc1ccc(F)c(Cl)c1)C1CCCN(C2=NS(=O)(=O)c3ccccc32)C1 (stereo not drawn),1.7,58,4%,i,0.6
CCCCn1c(N)c(N(C)C(=O)c2cc3c(F)cccc3s2)c(=O)[nH]c1=O,1.0,56,4%,i,0.5
COc1ccc(NC(=O)C2=NN(C3CCS(=O)(=O)C3)C(=O)CC2)cc1S(N)(=O)=O (stereo not drawn),3.9,63,6%,i,1.3
Cc1[nH]c(=O)c(C#N)c(C)c1CSc1ncccn1,0.5,65,1%,i,0.4
O=C1C2CCc3ccccc3C2N1c1ccccc1 (stereo not drawn),-1.3,39,5%,i,2.3
CCCc1cc(=O)[nH]c(SCC(=O)NCCN2C(=O)CSC2=O)n1,-0.8,59,4%,i,0.7
COC(=O)/C=C/c1cccc([C@H]2[C@@H]3C=CC[C@@H](C)[C@@H]3C(=O)N2Cc2ccccc2)c1,3.1,67,8%,i,0.5
O=C(Cn1cnc2ccccc2c1=O)NNC(=O)c1ccccc1F,-0.2,48,-1%,i,0.9
O=C(NCCc1ccc2c(c1)OCCO2)c1cccc(S(=O)(=O)N2CCCC2)c1,1.5,61,3%,i,0.4
COc1ccc(C)cc1NC(=O)c1cc(-c2ccccc2)nc2c1cnn2C(C)C,3.9,87,8%,i,1.6
O=C(CCN=C1NS(=O)(=O)c2ccccc21)Nc1ccc(Cl)cc1F,-0.1,75,-1%,i,0.2
CCN(CC)c1ccc(C=C2C(=O)OC(C)(C(C)(C)C)OC2=O)cc1 (stereo not drawn),-1.9,58,14%,i,0.3
CCc1ccc(C(=O)NNC(=O)c2n[nH]c(=O)c3ccccc23)cc1,1.2,92,1%,i,0.5
CC1CCC2(CC1)NC(=O)N(CC(=O)NC(C)c1ccc(F)c(F)c1)C2=O (stereo not drawn),-0.9,64,-2%,i,1.1
C[C@H](CO)N1C[C@H](C)[C@@H](CN(C)S(=O)(=O)c2cccs2)Oc2ccc(NC(=O)C3CC3)cc2C1=O,-0.4,43,8%,i,3.4
Cc1ccc(S(=O)(=O)N2C[C@@H]3CCCC[C@@H]3[C@@H](C)[C@H]2c2cn(Cc3ccccc3)c3ccc(F)cc23)cc1,0.1,58,8%,i,0.7
CC1CCCCC1NC(=O)CSC1=Nc2ccccc2C2CC=NN12 (stereo not drawn),2.6,64,1%,i,0.2
Cc1ccc(CONC(=O)c2ccccc2Cl)cc1,-0.6,57,8%,i,0.8
Cn1ccc2ccc(C3=CC(=O)C[C@H](c4ccc(F)cc4)C3)cc21,5.6,61,8%,i,1.8
O=C1CCC(C(=O)OCc2nnc(-c3ccc(Br)cc3)o2)=NN1,-1.3,72,4%,i,0.9
O=C(Nc1ccc(F)cc1)C1CCN(C(=O)c2ccc(F)cc2)CC1,-2.2,78,2%,i,0.4
CCN(CC)S(=O)(=O)c1cc(C(=O)Nc2cc(S(=O)(=O)N3CCOCC3)ccc2N2CCCC2)ccc1F,-1.4,59,3%,i,0.3
Cc1cc(C(=O)OCC(=O)NC(C)c2ccc(F)cc2)c(C)o1 (stereo not drawn),-2.7,48,3%,i,0.5
COc1ccc(C(=O)Nc2ccccc2N2CCOCC2)cc1S(=O)(=O)N1CCOCC1,1.4,55,0%,i,0.3
CCOC(=O)C1=C(C)N(C[C@@H]2CC[C@@H](Cc3ccc(-c4ccccc4)cc3)O2)C(=O)NC1c1ccc(-c2ccccc2)cc1 (stereo partly drawn),1.5,68,10%,i,1.7
C[C@@H]1COC(=O)[C@H](Cc2ccc(F)cc2)C/C=C\C[C@@H](CC(=O)N[C@H](CO)Cc2ccccc2)C(=O)N1,-0.5,62,5%,i,1.5
CCSc1ccc([C@@H]2[C@@H]3C(=O)N(CC)C(=O)[C@@H]3[C@]3(C(=O)OC)CCCN23)cc1,-0.3,93,7%,i,2.3
Cc1nc2ccc(Br)cc2c(=O)n1Cc1cccs1,1.6,48,-2%,i,0.5
COc1ccc([C@H]2CC(=O)C=C(c3cccc(CO)c3)C2)cc1,-0.2,53,0%,i,1.0
O=C1C=C(c2ccc(-c3ccccc3)c(F)c2)C[C@@H](c2ccc(F)cc2)C1,1.6,58,6%,i,0.7
CCN(CC)S(=O)(=O)c1cc(NS(=O)(=O)c2cccs2)ccc1C,-0.3,49,2%,i,0.9
C=C[C@@H]1c2ccccc2N(S(=O)(=O)c2ccc(C)cc2)[C@H](c2ccccc2)C1(C#N)C#N,0.7,59,3%,i,2.8
COc1ccc(S[C@@H](CCN2CC[C@H](C)CCC2=O)c2ccccc2)cc1,5.5,47,7%,i,1.5
C=CCn1cnnc1SCC(=O)N(C)CC1COc2ccccc2O1 (stereo not drawn),0.0,59,-2%,i,1.0
O=C(c1ccccn1)N1CCN(S(=O)(=O)c2cccc(Br)c2)CC1,-1.8,44,7%,i,0.3
C=CC(=O)Nc1cccc(Oc2cc(Cl)nc3[nH]ccc23)c1,5.5,56,9%,i,0.4
COCCCNC(=O)C[C@H]1C[C@H](C(=O)N2CCCCC2)[C@@]2(C)c3[nH]c4cc(-c5ccco5)ccc4c3CCN2C1=O,2.2,53,12%,i,5.6
Cc1cccc(N2CCN(C(=O)COc3ccc4c(c3)CCC4)CC2C)c1 (stereo not drawn),3.4,56,8%,i,1.0
O=C(/C=C/c1ccc(Br)cc1)N1CCN(Cc2ccccc2)CC1,1.0,50,4%,i,0.3
CCCN(CC1CC1)C(=O)COC(=O)c1oc2ccc(OCC)cc2c1C,5.7,63,3%,i,0.7
O=C(NCc1ccccc1CN1CCOCC1)c1ccc(-n2cccn2)cc1,-0.8,99,2%,i,0.4
CCC(NC(=O)CC[C@H]1O[C@@H](n2cc(C)c(=O)[nH]c2=O)C[C@@H]1O)c1ccccc1 (stereo partly drawn),-1.7,58,9%,i,0.0
Cc1ccc(NC(=O)c2nc[nH]c2C(=O)NC2CCN(C(=O)OC(C)(C)C)CC2)cc1,34,51,14%,i,0.6
Cc1ccc(S(=O)(=O)N(C)CC(=O)NNC(=O)CCS(=O)(=O)c2ccccc2)cc1,-0.7,48,6%,i,1.6
Cc1ccc(SCC(=O)OCC(=O)NC(C)c2ccc(F)cc2)cc1 (stereo not drawn),8.1,83,4%,i,0.7
CC(C)n1ncc2c(C(=O)N3CCN(Cc4ccc(Cl)s4)CC3)cc(C3CC3)nc21,5.3,42,6%,i,0.1
Cc1ccc(CNC(=O)C2CCN(c3nc(C)cc(C)n3)CC2)cc1,0.8,62,-6%,i,0.2
CC[C@]12c3[nH]c4cc(-c5ccco5)ccc4c3CCN1C(=O)[C@@H](CC(=O)NCc1ccc(OC)c(OC)c1)C[C@@H]2C(=O)N1CCN(C(=O)C2CC2)CC1,3.7,50,14%,i,0.5
CCCc1cc(=O)[nH]c(SCC(=O)N(C)C2CCCCC2)n1,-0.2,59,6%,i,1.0
O=C(Nc1ccc(Cl)cc1Cl)c1cccc(N2C(=O)C=CC2=O)c1,4.3,73,-16%,i,1.1
Cc1ccc(S(=O)(=O)N2CCN(C(=O)COC(=O)c3cccc(Cl)c3)CC2)c(C)c1,0.4,62,1%,i,0.4
COc1ccc(C(=O)O)cc1S(=O)(=O)Nc1ccc(Oc2ccccc2)cc1,-1.3,47,7%,i,0.4
O=C(COC(=O)c1ccc(O)cc1)NCC1COc2ccccc2O1 (stereo not drawn),-1.3,51,0%,i,0.1

# Shown with tabs: part of the list above.
mol	NTR1 agonist	NTR1 agonist cell count 20 µM	Rac1 GTP hydrolysis	Myeloid diff 2	Myeloid diff 2 GFP+ MAC1+ %
C=CCn1cnnc1SCC(=O)N(C)CC1COc2ccccc2O1 (stereo not drawn)	0.0	59	-2%	i	1.0
O=C(c1ccccn1)N1CCN(S(=O)(=O)c2cccc(Br)c2)CC1	-1.8	44	7%	i	0.3
C=CC(=O)Nc1cccc(Oc2cc(Cl)nc3[nH]ccc23)c1	5.5	56	9%	i	0.4
COCCCNC(=O)C[C@H]1C[C@H](C(=O)N2CCCCC2)[C@@]2(C)c3[nH]c4cc(-c5ccco5)ccc4c3CCN2C1=O	2.2	53	12%	i	5.6
Cc1cccc(N2CCN(C(=O)COc3ccc4c(c3)CCC4)CC2C)c1 (stereo not drawn)	3.4	56	8%	i	1.0
O=C(/C=C/c1ccc(Br)cc1)N1CCN(Cc2ccccc2)CC1	1.0	50	4%	i	0.3
CCCN(CC1CC1)C(=O)COC(=O)c1oc2ccc(OCC)cc2c1C	5.7	63	3%	i	0.7
O=C(NCc1ccccc1CN1CCOCC1)c1ccc(-n2cccn2)cc1	-0.8	99	2%	i	0.4
CCC(NC(=O)CC[C@H]1O[C@@H](n2cc(C)c(=O)[nH]c2=O)C[C@@H]1O)c1ccccc1 (stereo partly drawn)	-1.7	58	9%	i	0.0
Cc1ccc(NC(=O)c2nc[nH]c2C(=O)NC2CCN(C(=O)OC(C)(C)C)CC2)cc1	34	51	14%	i	0.6
Cc1ccc(S(=O)(=O)N(C)CC(=O)NNC(=O)CCS(=O)(=O)c2ccccc2)cc1	-0.7	48	6%	i	1.6
Cc1ccc(SCC(=O)OCC(=O)NC(C)c2ccc(F)cc2)cc1 (stereo not drawn)	8.1	83	4%	i	0.7
CC(C)n1ncc2c(C(=O)N3CCN(Cc4ccc(Cl)s4)CC3)cc(C3CC3)nc21	5.3	42	6%	i	0.1
Cc1ccc(CNC(=O)C2CCN(c3nc(C)cc(C)n3)CC2)cc1	0.8	62	-6%	i	0.2
CC[C@]12c3[nH]c4cc(-c5ccco5)ccc4c3CCN1C(=O)[C@@H](CC(=O)NCc1ccc(OC)c(OC)c1)C[C@@H]2C(=O)N1CCN(C(=O)C2CC2)CC1	3.7	50	14%	i	0.5
CCCc1cc(=O)[nH]c(SCC(=O)N(C)C2CCCCC2)n1	-0.2	59	6%	i	1.0
O=C(Nc1ccc(Cl)cc1Cl)c1cccc(N2C(=O)C=CC2=O)c1	4.3	73	-16%	i	1.1
Cc1ccc(S(=O)(=O)N2CCN(C(=O)COC(=O)c3cccc(Cl)c3)CC2)c(C)c1	0.4	62	1%	i	0.4
COc1ccc(C(=O)O)cc1S(=O)(=O)Nc1ccc(Oc2ccccc2)cc1	-1.3	47	7%	i	0.4
O=C(COC(=O)c1ccc(O)cc1)NCC1COc2ccccc2O1 (stereo not drawn)	-1.3	51	0%	i	0.1

# Some of the compounds tested, so the mix of outcomes need not match the whole.
